D1 ag: Allosteric Agonists of the Human D1 Dopamine Receptor: qHTS; D(1A) dopamine receptor (Homo sapiens), P21728; HEK293 T-REx D1 cells, calcium flux, agonist mode; activation, % at 2 µM; 360,000 compounds, 1% hits; further: 0% is about no effect
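Agonism was scored from calcium flux recorded over 180 s (1 read/s) after pintool compound addition, following a 10-cycle baseline. Cells were inducible force-coupled HEK293 TREx D1, plated overnight at 30 C and loaded with no-wash calcium dye.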
D2 agonist: HTS Assay for Allosteric Agonists of the Human D2 Dopamine Receptor: Primary Screen for Agonists; D(2) dopamine receptor (Homo sapiens), P14416; HEK293 T-REx D2 cells, calcium flux agonist mode; activation, % at 2 µM; 340,000 compounds, 0.53% hits;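 active means activation over 3 SD above normal in the single-dose calcium agonist read, cut at about 30% in these data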; further: 0% is about no effect
Target sequence (P14416 whole entry, looked up): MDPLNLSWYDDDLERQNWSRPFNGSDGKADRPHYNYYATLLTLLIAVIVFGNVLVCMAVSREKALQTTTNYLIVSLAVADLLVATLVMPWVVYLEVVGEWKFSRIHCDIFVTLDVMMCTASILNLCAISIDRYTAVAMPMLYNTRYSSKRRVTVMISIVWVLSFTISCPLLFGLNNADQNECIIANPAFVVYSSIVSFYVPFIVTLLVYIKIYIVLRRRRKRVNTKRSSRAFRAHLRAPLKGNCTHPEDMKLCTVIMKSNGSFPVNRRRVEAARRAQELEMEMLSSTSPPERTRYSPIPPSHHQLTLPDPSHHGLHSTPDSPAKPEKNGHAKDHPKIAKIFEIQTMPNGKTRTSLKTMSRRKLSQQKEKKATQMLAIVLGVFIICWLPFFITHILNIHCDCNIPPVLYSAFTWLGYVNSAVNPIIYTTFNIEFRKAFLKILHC
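HEK293 Trex D2 cells, tetracycline-induced, o/n 30 C 5% CO2; no-wash Ca dye, RT 30–90 min; 10-cycle baseline, 23 nl cpd added, kinetic Ca read 180 s; agonist hits = positive Ca response.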
D1 antag: Antagonist of Human D 1 Dopamine Receptor: qHTS | 360,000 compounds, 3.2% hits | activity change, negative = inhibition, % at 10 µM | HEK293 TREx D1 cells, calcium flux, dopamine EC80; hits give low values | D(1A) dopamine receptor (Homo sapiens), P21728; in the data active means activity change below about -30%; further: on the % scale 0 is the no-effect control and ±100 the full control effect
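After overnight tetracycline induction at 30 C, force-coupled D1 HEK293 cells took up a no-wash calcium dye at room temperature. Compounds were added and monitored 180 s, and the response to EC80 dopamine was then recorded.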
D2 antagonist: HTS Assay for Allosteric Antagonists of the Human D2 Dopamine Receptor: Primary Screen for Antagonists; AID 485344, 2010; inhibition, % at 10 µM; D(2) dopamine receptor (Homo sapiens), P14416; 340,000 compounds, 2% hits; HEK293 TREx D2 cells, calcium flux, dopamine EC80; in the data active means inhibition above about 30%; further: 0% is about no effect
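Cells plated overnight at 30 C with tetracycline; no-wash calcium dye, 30–90 min RT; 10 s baseline; compound pinned; 180 s read; EC80 dopamine added; another 180 s read.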
RXFP1 antagonist: qHTS Assay for Antagonists of the Relaxin Receptor RXFP1. HEK293-RXFP1, relaxin-stimulated cAMP HTRF, 30 min; hits give low values. activity change, negative = inhibition, % at 57.5 µM. 350,000 compounds, 0.59% hits. AID 1259400, 2018;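 active means activity change of -60% or lower, but not beyond a set lower limit; inconclusive means change between -60% and -40%, or beyond the set limit; inactive means change above -40%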; further: on the % scale 0 is the no-effect control and ±100 the full control effect
TRHR PAM: qHTS for Small Molecule Agonists and Allosteric Enhancers of Human TRH Receptor: Primary Screen for Enhancers. Thyrotropin-releasing hormone receptor (Homo sapiens), P34981. TRHR cells, fluo-8 calcium fluorescence, EC20 TRH enhancement. enhancement, % at 2 µM. 360,000 compounds, 0.66% hits. AID 493056, 2011; in the data active means enhancement above about 30%; further: 0% is about no effect
Target sequence (P34981 whole entry, looked up): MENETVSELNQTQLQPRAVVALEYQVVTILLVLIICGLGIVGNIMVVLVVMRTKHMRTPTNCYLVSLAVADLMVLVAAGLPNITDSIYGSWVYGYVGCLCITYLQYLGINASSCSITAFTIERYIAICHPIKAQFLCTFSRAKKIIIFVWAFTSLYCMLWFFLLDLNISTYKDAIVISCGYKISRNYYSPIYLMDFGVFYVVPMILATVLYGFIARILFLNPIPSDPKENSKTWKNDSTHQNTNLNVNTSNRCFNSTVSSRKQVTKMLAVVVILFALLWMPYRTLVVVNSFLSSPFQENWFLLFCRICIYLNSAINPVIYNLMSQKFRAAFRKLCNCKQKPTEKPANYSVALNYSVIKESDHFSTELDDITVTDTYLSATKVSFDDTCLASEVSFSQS
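TRHR-expressing cells loaded with fluo-8 calcium dye were read kinetically (ex 480/em 530) during compound addition, then stimulated with an EC20 of TRH (10 nM final). Enhancement of the Gq-mediated intracellular calcium response was scored.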
D2 PAM: HTS Assay for Positive Allosteric Modulators of the Human D2 Dopamine Receptor: Primary Screen for Potentiators; 340,000 compounds, 0.34% hits; HEK293 T-REx D2, calcium flux, EC20 dopamine potentiation; D(2) dopamine receptor (Homo sapiens), P14416; potentiation, % at 10 µM; AID 485347, 2010;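 active means potentiation over 3 SD above the plate norm, cut at about 30% in these data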; further: 0% is about no effect
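Using a no-wash calcium dye in inducible, force-coupled HEK293 Trex cells expressing D2, we tracked fluorescence each second for 180 s after compound, then for 180 s after EC20 dopamine to detect augmented signalling.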
TRHR ag: qHTS for Small Molecule Agonists and Allosteric Enhancers of Human TRH Receptor: Primary Screen for Agonists; Thyrotropin-releasing hormone receptor (Homo sapiens), P34981; TRHR cells, calcium flux fluo-8, FDSS agonist mode; activation, % at 2 µM; 360,000 compounds, 0.18% hits; AID 493084, 2011; further: 0% is about no effect
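Steps: seed TRHR cells overnight; add fluo-8 no-wash Ca dye, RT 30 min–1.5 h; record 10 s baseline; pin-transfer compounds; monitor fluorescence 1 cycle/s for the agonist window. Calcium increases flag candidate agonists.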
D1 potentiator: Potentiators of Human D1 Dopamine Receptor: qHTS | D(1A) dopamine receptor (Homo sapiens), P21728 | HEK293 TREx D1 cells, calcium flux, dopamine EC20 potentiation | potentiation, % at 10 µM | 360,000 compounds, 0.036% hits; in the data active means potentiation above about 30%; further: 0% is about no effect
* marks the source's active call; other numbers are inactive results; ? = inconclusive; nt = not tested or not shown; & = joins results of further samples; ! = not confirmed by another sample. Unless noted, no stated cut-off is given here; in the data, active means activation above about 30%; inactive means the rest.

SMILES	D1 ag	D2 agonist	D1 antag	D2 antagonist	RXFP1 antagonist	TRHR PAM	D2 PAM	TRHR ag	D1 potentiator
Cc1noc2nc(-c3cccs3)cc(-c3nnc4n3CCCCC4)c12	0	-0.5	15	14	nt	-5	5	0.1	-3
COc1cccc(OCC(=O)NC2CCCCCC2)c1	2	-0.1	-5	8	-2	1	4	-0.9	-2
CCOC(=O)c1ccc(N2C(=O)c3n[nH]c(-c4ccco4)c3C2c2ccccc2OC)cc1 (stereo not drawn)	3	0.3	2	nt	nt	9	-2	1.7	12
Cc1ccc(CN2CCN(Cc3cnc(N(C)C)s3)CC2CCO)o1 (stereo not drawn)	2	5.0	-8	-6	-1	-1	-4	0.8	2
Cc1n[nH]c(C)c1CCCCOc1ccccc1[N+](=O)[O-]	19	-1.7	-33*	-5	-5	-2	1	-0.2	-5
CCN1C(=O)C2C(c3ccccc3F)NC(Cc3ccc(O)cc3)(C(=O)OC)C2C1=O (stereo not drawn)	3	0.4	-11	-2	5	6	-2	0.7	-4
Cc1cc(C(F)F)nn1CC(=O)NC1CCCCCC1	1	-0.8	-6	3	-4	11	5	0.1	-1
Cc1ccnc(N2C(=O)c3ccc([N+](=O)[O-])cc3C2=O)c1	0	0.0	3	-15	nt	2	13	0.3	-2
CC(C)CC(NC(=O)CNC(=O)C1O[C@@H]2OC(C)(C)O[C@@H]2[C@H]2OC(C)(C)O[C@@H]12)C(=O)O (stereo partly drawn)	0	nt	13	nt	-4	7	14	0.5	6
Cc1ccc(S(=O)(=O)c2nc(S(C)(=O)=O)sc2N2CCC(C(N)=O)CC2)cc1	2	0.2	20	1	-19	4	-3	0.1	-3
COc1ccc(NC(=O)c2c(NCc3ccc(C)o3)sc3c2CCCCC3)c(OC)c1	1	nt	-16	nt	?	-6	13	-0.3	-2
COc1ccc(-c2c(C)c3cc(OC(=O)N4CCOCC4)ccc3oc2=O)cc1	-1	nt	nt	nt	-9	1	18	0.1	-1
CCn1cc(C(=O)N2CCN(c3ccccc3)CC2)c(=O)c2cc(S(=O)(=O)N(C)C)ccc21	3	0.4	9	nt	-5	-4	nt	-0.1	2
COc1ccc(CC(=O)NCCS(=O)(=O)N2CCN(c3ccccc3)CC2)cc1	0	1.4	25	-20	nt	5	-7	-0.2	-1
O=C(Nc1ccccc1O)c1ccccc1O	17	3.3	-11	3	8	4	-2	3.3	-2
Cn1cncc1C#Cc1ccc2cc(C(C)(C)O)oc(=O)c2c1	4	-0.2	nt	-3	nt	3	-3	-0.1	-2
CN(CC(=O)Nc1ccc(F)cc1)C(=O)COC(=O)COc1ccc(C#N)cc1	1	-0.2	0	-3	-20	1	0	0.4	-8
CCCCC(=O)Nc1ccccc1C(=O)N1CCOCC1	0	0.7	-8	-10	3	-1	19	0.0	-6
Cc1cccc(-c2nc3c4ccccc4n(Cc4cccc(Cl)c4)c(=O)n3n2)c1	3	1.0	-1	nt	13	-6	8	0.7	-4
CC(C)CCNC(=O)c1nn(C)c2c1CSc1ccccc1-2	-2	1.8	16	nt	3	7	0	0.4	-1

Single values from above.
CC(C)CC(NC(=O)CNC(=O)C1O[C@@H]2OC(C)(C)O[C@@H]2[C@H]2OC(C)(C)O[C@@H]12)C(=O)O (stereo partly drawn) – RXFP1 antagonist: -4
Cc1n[nH]c(C)c1CCCCOc1ccccc1[N+](=O)[O-] – RXFP1 antagonist: -5
Cc1ccnc(N2C(=O)c3ccc([N+](=O)[O-])cc3C2=O)c1 – D2 agonist: 0.0
COc1ccc(CC(=O)NCCS(=O)(=O)N2CCN(c3ccccc3)CC2)cc1 – D2 agonist: 1.4

Compound profiles (already shown).
CN(CC(=O)Nc1ccc(F)cc1)C(=O)COC(=O)COc1ccc(C#N)cc1 as listed: D1 ag = 1; D2 agonist = -0.2; D1 antag = 0; D2 antagonist = -3; RXFP1 antagonist = -20; TRHR PAM = 1; D2 PAM = 0; TRHR ag = 0.4; D1 potentiator = -8
CC(C)CC(NC(=O)CNC(=O)C1O[C@@H]2OC(C)(C)O[C@@H]2[C@H]2OC(C)(C)O[C@@H]12)C(=O)O (stereo partly drawn) as listed: D1 ag = 0; D2 agonist = nt; D1 antag = 13; D2 antagonist = nt; RXFP1 antagonist = -4; TRHR PAM = 7; D2 PAM = 14; TRHR ag = 0.5; D1 potentiator = 6

Continued:
SMILES	D1 ag	D2 agonist	D1 antag	D2 antagonist	RXFP1 antagonist	TRHR PAM	D2 PAM	TRHR ag	D1 potentiator
Cn1c(-c2ccsc2)c(-c2cccs2)c2cc(Br)ccc21	-1	0.1	nt	-8	nt	-1	13	0.0	0
CCN(CCCNC(=O)c1cc2cc3cc(OC)ccc3nc2s1)c1ccccc1	1	nt	-3	nt	nt	-2	-9	-0.1	-5
CN(C(=O)COC(=O)c1cc(S(=O)(=O)N2CCOCC2)c(Cl)cc1Cl)C1CCS(=O)(=O)C1 (stereo not drawn)	-1	1.6	-10	-7	?	-4	2	0.2	-3
CCOC(=O)c1cc(-c2cccs2)[nH]n1	3	-0.6	-4	11	-5	-6	-5	0.2	-1
CC(=O)N1c2ccc(S(=O)(=O)NCCC(=O)Nc3ccc(C)c(Cl)c3)cc2CC1C (stereo not drawn)	0	0.6	-2	8	-4	2	17	-0.3	-5
COC(=O)C1CCCCN1C(=O)c1cccc(OC2CCN(C(=O)C3CC3)CC2)c1 (stereo not drawn)	0	0.2	4	6	-5	4	2	0.2	0
COCC(C)OC(=O)c1c(N)n(CC(C)C)c2nc3ccccc3nc12 (stereo not drawn)	-2	-1.2	5	-12	6	17	16	-0.5	-4
Cc1cc(F)ccc1NC(=O)C1CCN(S(=O)(=O)c2ccc3c(c2)CCCC(=O)N3)CC1	1&0	1.4	-4&10	8	-5&-19	12&-10	-1&8	0.0&-0.1	5&-3
Cc1ccc(C(=O)CSc2nc3c([nH]2)c(=O)n(C)c(=O)n3C)cc1	-1	1.1	-4	-12	-9	-3	1	0.1	-5
CC(C)(C)c1nnc(NC(=O)Cc2ccccc2[N+](=O)[O-])s1	3	-0.4	3	4	-6	0	-8	-0.2	2
COC(=O)C1CCN(c2cnccn2)CC1	0	-1.3	9	20	6	5	10	0.0	10
COc1ccccc1CNC(=S)Nc1ccc(S(N)(=O)=O)cc1	1	0.0	-3	3	-5	-5	-1	0.1	-9
COc1ccc(OC)c(NC(=O)c2nc(S(=O)(=O)Cc3ccc(F)cc3)ncc2Cl)c1	4	0.5	-35*	nt	-107*	-4	-3	-0.9	1
Cc1cnc(NS(=O)(=O)c2ccccc2)c(C)n1	1	1.2	4	-2	-2	5	6	-0.2	0
CCOC(=O)c1nnn(CC(=O)NC(=O)Nc2ccc(F)cc2)c1C(=O)OCC	42*!	-0.4	-9&-22	-5	0&-12	-19&1	3&5	-1.3&-0.5	-2&2
CC1(C(=O)Nc2cccc(C(F)(F)F)c2)Cc2ccccc2C(=O)O1 (stereo not drawn)	15	0.5	28	nt	-9	0	-3	-0.6	0
O=C(CCN1C(=O)/C(=C/c2ccccc2Cl)SC1=S)N1CCCC1	5	1.4	-29	5	-16	-7	8	-0.1	-6
N#Cc1c(N)nc(SCc2ccccc2)c(C#N)c1-c1ccco1	5	-1.1	-5	6	-5	11	23	-0.3	-2
O=C(O)CCC(=O)Nc1ccc(N2CCCCC2)c(C(=O)O)c1	2	-1.7	5	16	2	0	15	0.2	-6
O=S(=O)(NCc1cccc(C(F)(F)F)c1)NCc1ccccc1F	2	-0.4	-6	-2	-2	-4	5	-1.3	-3
O=S(=O)(Nc1nc2ccccc2nc1NCC1CCCO1)c1ccc(F)cc1 (stereo not drawn)	2	0.1	-7	-8	9	5	1	-0.4	-4
COc1ccc(/C=C/c2nc3ccccc3c(=O)n2-c2cccc(C(=O)O)c2)cc1	5	-3.1	-4	2	6	-3	8	0.1	4
COc1cc(C(C(=O)NC2CCCCC2)N(Cc2ccco2)C(=O)c2cnccn2)cc(OC)c1OC (stereo not drawn)	0	-0.2	-7	-4	9	-6	11	0.2	-4
Cc1ccc(CNC(=O)c2ccc(N3CCC4(CC3)CC(c3ccccc3)=NO4)c(NC(=O)c3ccccc3)c2)cc1	2	1.0	15	-1	nt	0	-9	0.1	-4
CCN(CC(=O)Nc1ccccc1C(F)(F)F)C(=O)CCOc1ccc(C)cc1	9	-0.1	-8	-4	-1	12	6	-0.3	-6
CCC1Sc2ccc(S(=O)(=O)CCC(=O)Nc3c(Cl)cc(OC)cc3OC)cc2NC1=O (stereo not drawn)	1	-0.9	-4	-15	-20	-1	8	-0.4	-4
Cc1ccc2[nH]c3c(c2c1)CN(C(=O)CN1CCN(C(=O)c2ccco2)CC1)CC3	2	7.6	-7	0	nt	4	5	0.9	1
Cc1ccccc1NC(=O)CCn1nc(-c2ccccc2)c2ccccc2c1=O	0	0.9	-13	nt	0	-7	-2	-1.2	-5
CCCCOc1cccc(C(=O)Nc2ccc(NC(=O)c3ccco3)cc2)c1	-1	0.7	10	1	-2	0	nt	0.1	-5
COC(=O)CCCC1=CC2=C(c3ccccc3)C(=O)C(C)(OC(=O)C3CCCC3)C(=O)C2=CN1CCc1ccccn1 (stereo not drawn)	1	-0.3	-21	8	nt	0	-9	0.0	0
C=Cc1ccc(Cn2nc(-c3ccc(C)c(S(=O)(=O)N(CC)CC)c3)ccc2=O)cc1	5	2.5	-1	nt	-11	7	11	-0.4	0
CC1C2CC(C/C2=N/NC(=O)c2cccs2)C1(C)C (stereo not drawn)	6	-0.5	-6	-1	-17	-1	-9	-0.3	-7
C/C(=N\NC(=O)c1ccccn1)c1ccc(C(=O)O)s1	5	-1.4	-3	59*	nt	-3	-7	0.1	1
NS(=O)(=O)c1cccc(NC(=O)c2cccc(Oc3ccccc3)c2)c1	8	0.2	-3	11	-7	-8	-2	-1.0	nt
COC(=O)c1cccc(NC(=O)CSc2nnc(C)n2Cc2ccccc2)c1	2	-1.5	-11	-14	3	2	8	-0.2	2
Cc1cccc(C(=O)n2nc(-c3ccco3)nc2NCc2ccccc2)c1	4	-0.5	-16	nt	-11	-3	10	0.8	-1
Cc1ccc(NC(=S)NCCc2ccccc2)nc1	0	-0.8	-27	-19	-33	2	9	0.0	-4
Cc1ccc(C(=O)NC2CC(C)(C)NC(C)(C)C2)cc1	4	0.2	-9	1	10	-2	-4	-0.4	0
CCc1ccc(C2=NN(CCC(=O)NCCc3ccccc3)C(=O)CC2)cc1	-1	1.2	-7	nt	-10	1	-18	-0.9	-6
COC(CNC(=O)c1ccc2c3c(onc13)-c1ccccc1C2=O)OC	23	15	3	6	?	5	1	9.3	-4
Clc1cccc(CN2CCSCC2)c1Cl	1	-3.4	14	-2	-24	0	12	-1.6	2
